Screening results from PubChem.
GLS inh: inhibitors of human glutaminase (GLS) | Potency, µM (highest dose often 45.5 µM), without a hit: top-dose activity change, negative = inhibition, hits mostly inhibitors | O94925 | AID 624170 | 410,000 tested, 0.21% active | GLS enzymatic activity, qHTS titration; further: on the % scale 0 is the no-effect control and ±100 the full control effect
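Glutamate formation by hKGA was monitored fluorometrically using coupled glutamate oxidase, HRP and Amplex Red. Substrate was added as 1 mM L-glutamine solution; incubation was 30 min at RT after an initial read.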
POLI inh: inhibitors of human DNA polymerase iota; Q9UNA4; Pol iota fluorescent replication assay, 10 min; Potency, µM (titrated, usually from 115 µM), for inactives: top-dose activity, negative = inhibition, usual class: inhibitors; 390,000 tested, 1% active; AID 588590
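Pol iota at 10 nM preincubated 15 min with compounds at room temperature; reaction started with fluorescent substrate, 50 nM final. Fluorescence read kinetically at 0 and 10 min; buffer-only wells as negative control.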
BAZ2B inh: blocks human BAZ2B; Q9UIF8; AlphaScreen BAZ2B-H3K14Ac peptide displacement; Potency, µM (series often up to 114 µM), for inactives: at the top dose activity change, negative = inhibition, most hits filed as inhibitors; 360,000 tested, 4.4% active; AID 504333; further: on the % scale 0 is the no-effect control and ±100 the full control effect; nearly all actives have a fitted effect of over 60% in size
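Compounds, titrated to a top concentration of 110 uM, were incubated 30 min at room temperature with preformed BAZ2B/acetyl-K14 H3 peptide complex (50 nM each). Proximity signal was measured by AlphaScreen after 20 min with beads.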
G9a inh: G9a (human) methyltransferase inhibition | Q96KQ7 | G9a H3K9 monomethylation, AlphaScreen, 2 h | Potency, µM (series often up to 102 µM), for inactives: at the highest dose activity, negative = inhibition, usual class: inhibitors | 350,000 tested, 8.8% active; further: on the % scale 0 is the no-effect control and ±100 the full control effect; nearly all actives have a fitted effect of over 75% in size
Target sequence (Q96KQ7 913-1193 limits assumed): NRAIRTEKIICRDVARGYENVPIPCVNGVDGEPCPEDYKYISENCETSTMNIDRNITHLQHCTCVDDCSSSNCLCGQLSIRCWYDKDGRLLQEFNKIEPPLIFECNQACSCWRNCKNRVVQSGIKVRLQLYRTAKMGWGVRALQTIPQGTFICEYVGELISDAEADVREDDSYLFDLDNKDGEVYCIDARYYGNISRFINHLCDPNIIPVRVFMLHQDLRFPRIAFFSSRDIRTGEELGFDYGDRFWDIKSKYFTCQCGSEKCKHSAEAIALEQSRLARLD
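Readings reflect AlphaScreen signal from monomethyl-H3K9 antibody detection. HMT at 20 nM; substrate b-H3K9 500 nM; cofactor SAM 20 uM; 2 h RT reaction; compounds tested as titrations in qHTS with 15 min preincubation.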
JMJD2A Tudor: JMJD2A Tudor domain (human) inhibition; O75164; AlphaScreen JMJD2A-Tudor / H3K4me3 peptide binding; Potency, µM (top dose mostly 114 µM), without a hit: top-dose activity change, negative = inhibition, hits mostly inhibitors; 390,000 tested, 4.4% active; AID 504339; further: on the % scale 0 is the no-effect control and ±100 the full control effect; nearly all actives have a fitted effect of over 50% in size
BLM helicase inh: Bloom syndrome helicase (human) inhibition | P54132 | recombinant BLM DNA unwinding, fluorescence dequenching | Potency, µM (highest dose often 56.1 µM), for the others: at the highest dose activity change, negative = inhibition, hits mostly inhibitors | 350,000 tested, 0.2% active;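 further: plate controls were vehicle for no effect and no enzyme for full effect; nearly all actives have a fitted effect of over 35% in size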
Pin1 inh: human Pin1 inhibition; AID 504891; 390,000 tested, 0.009% active; Potency, µM (titrated, usually from 115 µM), inactives show top-dose activity, negative = inhibition, usual class: inhibitors; Q13526; Pin1 FP peptide displacement, HiFluor488, 10 min; active means well fitted inhibition curve with a large enough effect in the polarisation, with a control signal flat, not every such curve was filed as active; inconclusive means small, poorly fitted or top-dose-only effect, or effect the other way, or a change in a side signal; inactive means no such curve, though single readings can be large or run the other way; the % refers to the polarisation; further: on the % scale 0 is the no-effect control and ±100 the full control effect
HP1b binding inh: inhibitors of HP1-beta chromodomain binding to methylated histone tails; P83916; AlphaScreen HP1-beta / biotin-H3K9me3 peptide binding; Potency, µM (series often up to 114 µM), inactives show top-dose activity change, negative = inhibition, actives largely listed as inhibitors; 390,000 tested, 0.56% active; AID 540317; further: nearly all actives have a fitted effect of over 70% in size; inactives centre near 23
Target sequence (P83916 whole entry, looked up): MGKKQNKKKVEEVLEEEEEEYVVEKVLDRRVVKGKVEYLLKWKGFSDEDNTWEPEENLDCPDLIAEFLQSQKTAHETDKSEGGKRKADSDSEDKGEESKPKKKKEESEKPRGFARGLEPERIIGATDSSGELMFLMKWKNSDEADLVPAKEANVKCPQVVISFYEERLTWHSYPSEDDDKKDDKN
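Compound inhibition of the preformed complex between 50 nM HP1-beta and 50 nM biotinylated H3K9me3 peptide was read by AlphaScreen. Buffer was PBS pH 7.4 with 0.01% Tween-20. Incubations ran 30 min at room temperature, with 10 ug/mL donor/acceptor beads.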
PGK inhibitor: T. brucei PGK inhibition | PGK/GAPDH coupled, Kinase-Glo luminescence, 60 min | Potency, µM (series often up to 57.5 µM), inactives show top-dose activity change, negative = inhibition, usual class: inhibitors | P07378 | 380,000 tested, 0.043% active; further: on the % scale 0 is the no-effect control and ±100 the full control effect; nearly all actives have a fitted effect of over 60% in size
Target sequence (P07378 whole entry, looked up): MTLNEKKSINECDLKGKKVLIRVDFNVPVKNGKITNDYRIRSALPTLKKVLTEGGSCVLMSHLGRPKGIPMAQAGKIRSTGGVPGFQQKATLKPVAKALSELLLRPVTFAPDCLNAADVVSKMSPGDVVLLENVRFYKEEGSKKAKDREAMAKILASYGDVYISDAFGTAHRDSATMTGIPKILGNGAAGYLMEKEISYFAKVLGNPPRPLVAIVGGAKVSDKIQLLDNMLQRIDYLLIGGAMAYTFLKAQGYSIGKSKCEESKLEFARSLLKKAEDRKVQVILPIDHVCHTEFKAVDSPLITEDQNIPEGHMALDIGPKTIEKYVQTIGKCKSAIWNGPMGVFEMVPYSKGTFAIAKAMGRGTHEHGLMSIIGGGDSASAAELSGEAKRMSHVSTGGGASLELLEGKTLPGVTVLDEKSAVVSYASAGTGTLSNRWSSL
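Luminescent ATP detection (Kinase-Glo Plus) follows a 60-minute room-temperature incubation, with wells lacking PGK as controls. Buffer: 100 mM TEA (pH 7.6), 5 mM MgCl2, 0.01% Tween-20. Coupling enzyme GAPDH (100 nM final) supplies unstable 1,3-BPG in-well.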
Starred values were filed as active, the others as inactive; i = inactive; ? = inconclusive; · = not tested or not shown; & = joins results of further samples; [ ] = dose if it differs, or a comment. Unless noted, the call rests on the fitted dose curve; in most records, active means well fitted curve in the direction sought with a large enough effect; inconclusive means small, poorly fitted or top-dose-only effect, or another doubt; inactive means no such curve, though single readings can be large; an effect the other way counts as inactive or inconclusive. Potency means the concentration at half of the fitted maximal effect. Not all compounds are listed; the hit share may differ from the screen's.

GLS inh,POLI inh,BAZ2B inh,G9a inh,JMJD2A Tudor,BLM helicase inh,Pin1 inh,HP1b binding inh,PGK inhibitor,compound
3%,29%,1%,8%[59 µM],-19%,-1%,-5%,27%,i,Cc1c(C(=O)OC2CCCCC2)[nH]c2c1C(=O)CC(c1ccccc1)C2 (centres undefined)
7%,33%[activator],-38%,?,-23%,-3%,-11%,-11%,-11%,CCc1nnc(NS(=O)(=O)c2ccc(NC(=O)c3cc(Cl)ccc3Cl)cc2)s1
9%,44%[activator],·,·,-21%,·,-1%,20%,-8%,COC(=O)C1=C2c3[nH]c4ccccc4c3CCN2C(=O)CC1
-2%,-3%,-21%,-3%,-17%,1%,1%,43%,-1%,O=C(Nc1ncc2c(n1)-c1ccccc1CC2)c1cccs1
0%,26%,-36%,89µM*,-5%,13%,-9%,32%,-4%,COc1cc(/C=C/C(=O)O)cc(S(=O)(=O)N2CCc3ccccc3C2)c1OC
?,96%[activator],·,10%,?,0%,0%,14%,i,CCOC(=O)N1CCC(=NNc2ncc(C(F)(F)F)cc2Cl)CC1
16%,15%,-35%,16µM*,-21%,·,-5%,17%,-5%,CC1CCCCC12NC(=O)N(CC(=O)Nc1ccc(N3CCCCC3)cc1)C2=O (centres undefined)
0%,15%,13%,18%[2.33 µM],3%,-2%,-3%,41%[activator],0%,O=C(COC(=O)C1CCC1)Nc1ccc(OC(F)F)cc1
-7%,-8%,2%,-2%[59 µM],-12%,0%,1%,18%,i,C=CCNC(=O)c1ccccc1NS(=O)(=O)c1ccccc1
27%,4%,?,-6%[59 µM],-26%,-7%,21%,0%,-12%,Cn1c(=O)n(C)c2cc(/C=N/NC(=S)NCc3ccccc3)ccc21

As a working copy, part of the list above.
GLS inh,POLI inh,BAZ2B inh,G9a inh,JMJD2A Tudor,BLM helicase inh,Pin1 inh,HP1b binding inh,PGK inhibitor,compound
3%,29%,1%,8%[59 µM],-19%,-1%,-5%,27%,i,Cc1c(C(=O)OC2CCCCC2)[nH]c2c1C(=O)CC(c1ccccc1)C2 (centres undefined)
7%,33%[activator],-38%,?,-23%,-3%,-11%,-11%,-11%,CCc1nnc(NS(=O)(=O)c2ccc(NC(=O)c3cc(Cl)ccc3Cl)cc2)s1

Remaining list, next part.
GLS inh,POLI inh,BAZ2B inh,G9a inh,JMJD2A Tudor,BLM helicase inh,Pin1 inh,HP1b binding inh,PGK inhibitor,compound
-6%,15%,-11%,?,-21%[57.1 µM],0%,-9%,-10%,i,Cc1sc(N)nc1-c1cccs1
9%,11%,-4%,-49%[59 µM],-8%,-1%,0%,8%,i,CC1(C)C(c2cccs2)=[N+]([O-])C2(CCCCC/C2=N\O)N1O (centres undefined)
6%,49%[activator],1%,5%[59 µM],-22%,0%,-3%,-16%,-4%,COc1ccc(CCC(=O)Nc2ccc3c(c2)OCO3)cc1OC
30%[activator],6%,-2%,0%[12.7 µM],-15%,-2%,5%,11%,1%,COc1ccccc1N1CCN(Cc2nnnn2CCc2ccccc2)CC1
4%,?,50µM*,50µM*,?,·,-6%,5%,-2%,COc1ccccc1C(=O)NCC(c1ccco1)N1CCc2ccccc21 (centres undefined)
1%,7%,7%,2%[59 µM],-4%,-1%,0%,11%,-5%,Cc1ccccc1OCc1nnc2c3cnn(C)c3ncn12
2%,-15%,3%,32µM*,-8%,3%,-10%,44%[activator],-3%,Cc1ccc2c(c1)NC(=O)C(CC(=O)NCc1cccnc1)O2 (centres undefined)
-4%,-2%,-32%,?,-9%,-2%,1%,7%,·,CCOC(=O)CCC(=O)Nc1ccc(S(=O)(=O)N2CCCC2)cc1
-6%,-3%,0%,-7%[59 µM],1%,0%,-7%,-4%,-10%,CCOc1ccc(S(=O)(=O)N(CC(=O)NCC2CCCO2)c2ccc(F)cc2)cc1 (centres undefined)
-5%,58%[activator],-4%,5%,-8%,-1%,-5%,23%,i,Cn1c(N)c(C(=O)c2cc(-c3ccncc3)nc3ccccc23)c(=O)n(C)c1=O

Other records.
GLS inh,POLI inh,BAZ2B inh,G9a inh,JMJD2A Tudor,BLM helicase inh,Pin1 inh,HP1b binding inh,PGK inhibitor,compound
2%,-17%,-8%,?,-28%,3%,0%,13%,3%,Cn1c(=O)c2c(-c3ccccc3)n(-c3cccc(C#N)c3)cc2n(C)c1=O
6%,14%,-3%,22%,?,-3%,1%,13%,-6%,Nc1ccc(C(O)(C(F)(F)F)C(F)(F)F)cc1
0%,14%,-3%,10%[59 µM],-12%,0%,0%,26%,6%,CCOC(=O)N1CCN(S(=O)(=O)c2ccc3c(c2)OCC(=O)N3)CC1
73%[activator],37%[activator],3%,20%[0.501 µM],-7%,0%,4%,51%[activator],-7%,CCOc1ccc(S(=O)(=O)NCc2cccnc2)cc1C(C)C
-2%,-8%,-5%,5%[2.33 µM],-25%,·,-1%,54%[activator],-4%,CN(C)C1=NC[C@H](Cc2ccccc2)N1CCCC1CCCCC1
-1%,10%,-7%,10%,1%,2%,17%,15%,-3%,Cc1cccc(NC(=O)Cn2c(=O)n(Cc3ccccc3)c(=O)c3c(C)c(C)sc32)c1
1%,-4%,-6%,-2%[59 µM],0%,1%,0%,21%,-6%,CCOc1ccc(OCC)c(S(=O)(=O)NCCCN2CCOCC2)c1
0%,17%,4%[57.1 µM],-7%,-17%,0%,-5%,13%,-10%,O=S1(=O)NC(C2CC2c2ccccc2)CCO1 (centres undefined)
2%,25%,-1%,-23%,-18%,-12%,-14%,30%,2%,O=C(C(=O)N1CCCc2ccccc21)c1cn(CC(=O)N2CCOCC2)c2ccccc12
-14%,-2%,?,-40%[59 µM],-20%,-20%,?,-4%,10%,COc1ccccc1C(=O)N1c2ccccc2C(C)(c2ccc(Cl)cc2)CC1(C)C (centres undefined)

(continued)
GLS inh,POLI inh,BAZ2B inh,G9a inh,JMJD2A Tudor,BLM helicase inh,Pin1 inh,HP1b binding inh,PGK inhibitor,compound
56%[activator],?,?,28µM*,-3%[11.4 µM],?,?,-28%,3%,Cc1oc(C)c2c(=O)ccc3c(c12)OC(N)=C(C#N)C3c1ccccc1Cl (centres undefined)
0%,11%,0%,9%[59 µM],8%,-1%,1%,27%,-7%,CCCCC(=O)NC(NC(=S)N1CCCCCC1)C(Cl)(Cl)Cl (centres undefined)
0%,-21%,-4%,4%,-4%,-3%,0%,25%,-1%,CS(=O)(=O)c1[nH]nc(-c2cccc(Cl)c2)c1C#N
3%,1%,0%,-1%[0.501 µM],-3%&-12%,·,?,38%,6%,N#CN1CCC(NS(=O)(=O)c2ccc(C(F)(F)F)cc2)C1 (centres undefined)
1%,5%,35µM*,15%[12.7 µM],?,-12%,?,?,4%,CC1CCN(c2ccccc2NC(=S)NC(=O)c2cccs2)CC1
19%,26%,-9%,5.6µM*,3.2µM*,-11%,-1%,-14%,i,Cc1nn(C)cc1-c1n[nH]c(=S)n1-c1ccc(Cl)cc1
-2%,42%[activator],-16%,2%,-13%,-3%,5%,18%,-2%,COC(=O)c1cc(C(=O)OCC(=O)N(C)C2CCS(=O)(=O)C2)cc([N+](=O)[O-])c1 (centres undefined)
4%,11%,-2%,5%[59 µM],-11%,-4%,6%,61%[activator],i,C=CCNc1nc2c(c(=O)[nH]c(=O)n2C)n1CCCc1ccccc1
4%,-8%,-3%,·,-16%,-11%,2%,14%,2%,C/C(=N\Nc1ccc2nncn2n1)c1ccc(Br)s1
1%,21%,·,·,-12%,·,-1%,39%,-2%,CCCCOC(=O)Cn1c(=N)n(CCN2CCOCC2)c2ccccc21

Some entries already given, showing only PGK inhibitor.
| SMILES | PGK inhibitor |
| --- | --- |
| CCc1nnc(NS(=O)(=O)c2ccc(NC(=O)c3cc(Cl)ccc3Cl)cc2)s1 | -11% |
| COC(=O)C1=C2c3[nH]c4ccccc4c3CCN2C(=O)CC1 | -8% |
| O=C(Nc1ncc2c(n1)-c1ccccc1CC2)c1cccs1 | -1% |
| COc1cc(/C=C/C(=O)O)cc(S(=O)(=O)N2CCc3ccccc3C2)c1OC | -4% |
| CCOC(=O)N1CCC(=NNc2ncc(C(F)(F)F)cc2Cl)CC1 | i |
| CC1CCCCC12NC(=O)N(CC(=O)Nc1ccc(N3CCCCC3)cc1)C2=O (centres undefined) | -5% |

Remaining list, next part:
GLS inh,POLI inh,BAZ2B inh,G9a inh,JMJD2A Tudor,BLM helicase inh,Pin1 inh,HP1b binding inh,PGK inhibitor,compound
-3%,41%[activator],4%,?,-12%,-4%,1%,50%[activator],i,COC(=O)CSc1[nH]c2cc(C)ccc2c1[N+](=O)[O-]
4%,-7%,2%,3%,-11%,2%,-6%,7%,-8%,CCCc1nc2oc3c(NCC4CCCO4)ncnc3c2c2c1COC(C)(C)C2 (centres undefined)
-2%,-8%,-2%,·,-10%,-2%,-2%,52%[activator],i,O=C(N/N=C/c1ccc(Br)s1)c1ccco1
-2%,87%[activator],1%,-25%,-7%,-11%,-3%,12%,i,Cc1cccc(OCC(=O)NCC(=O)N/N=C/c2ccc([N+](=O)[O-])cc2)c1
1%,-1%,0%,-1%[59 µM],-13%,1%,-3%,15%,-10%,Cc1ccc(CNC(=O)C2CCCN(c3nc4c(C)cc(C)cc4s3)C2)cc1 (centres undefined)
-10%,-8%,9%,-3%[59 µM],-3%,-3%,-1%,17%,-6%,O=C(OCC(=O)N1CCCC1)c1cccs1
-6%,-9%,-18%,12%[59 µM],9%[57.1 µM],1%,6%,52%[activator],i,O=C(CCCCn1c(=O)[nH]c2ccccc2c1=O)NCc1ccc2c(c1)OCO2
0%,?,5%,9%[59 µM],-11%,-13%,-2%,-1%,i,CCc1sc(N2C(=O)C3C4CCC(C4=C(C)C)C3C2=O)nc1-c1ccccc1 (centres undefined)
